Screening results as filed in PubChem.
ABCB1 block: inhibitors of human ABCB1 transporter, ABCG2 counter-screen; P08183; CCRF-Adr cells, JC-1 efflux, flow cytometry; inhibition, % at 6.6 µM; 0.067% of 190,000 active; in the data active means inhibition above about 40%;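 further: 0% = vehicle and 100% = reference inhibitor; higher value means more JC-1 retained so stronger ABCB1 efflux block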
Rac1 mut GTP: modulators of GTP binding to human Rac1 activated mutant; P63000; GST-Rac1 activated beads, fluorescent GTP binding, flow cytometry; actives lie on both sides; 100% means binding = to untreated wells; percent activity (GTP binding), % at 10 µM; 0.11% of 190,000 active;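 active means GTP binding at least 20 percentage points away from the 100% baseline, in either direction, so actives lie on both sides; inconclusive means Compound likely fluorescent itself, or too few beads counted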
Avidin bead fluor: avidin bead compound fluorescence profile | fluorescence (KMESF) at 10 µM | Avidin beads, compound fluorescence 488/530 nm, flow cytometry; stronger effect = higher value | AID 1775 | 0.38% of 220,000 active; in the data active means fluorescence above about 47; further: inactives centre near 10
Rac1 wt GTP bind: human Rac1 wildtype GTP binding, inhibitors and activators; P63000; GST-Rac1 beads, fluorescent GTP binding, flow cytometry; actives lie on both sides; 0 = cold GTP competed, 100 = untreated; GTP binding activity (% of control), % at 10 µM; 0.27% of 190,000 active;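 active means GTP binding activity at least 20 points away from the 100% control level, either lower or higher; inconclusive means compound flagged as likely green fluorescent, judged across all proteins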
Rab7 wt modul: alters GTP binding to wildtype dog Rab7. AID 758. GST-Rab7 beads, fluorescent GTP binding, flow cytometry; actives lie on both sides; untreated = 100%, excess cold GTP = 0%. 0.055% of 190,000 active. GTP binding activity (percent of control), % at 10 µM;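 active means fluorescent GTP binding to Rab7 beads changed by at least 20 points from the 100% baseline, either direction, mostly lower; inconclusive means compound itself probably fluorescent, or too few beads counted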;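 further: median green fluorescence of bound Bodipy-FL-GTP per Rab7 bead population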
Rab2A wt mod: changes GTP binding to wildtype dog Rab2A, up or down; P61105; GST-Rab2 wt beads, Bodipy-GTP binding, flow cytometry; GTP binding activity, % at 10 µM; 0.19% of 190,000 active; AID 760;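 active means GTP binding activity at least 20 points away from 100%, either lowered or raised; inconclusive means signal likely due to the compound's own green fluorescence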;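 further: 0% = beads with excess unlabeled GTP and 100% = no-compound control corrected for plate trend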
Cdc42 wt GTP: human Cdc42 wildtype GTP binding change, either direction; AID 761; P60953; percent activity (GTP binding), % at 10 µM; 0.2% of 190,000 active; GST-Cdc42 beads, Bodipy-GTP binding, flow cytometry; actives lie on both sides;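 active means percent activity GTP binding at least 20 points away from the 100% baseline, either down as inhibitor or up as activator; inconclusive means compound flagged as likely green fluorescent from well-wide comparison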;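 further: median bead fluorescence of bound Bodipy-FL-GTP at 100 nM; 0% = excess unlabeled GTP control and 100% = no compound control; below 100% means less GTP binding so inhibitor and above means activator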
Target sequence (P60953 whole entry, looked up): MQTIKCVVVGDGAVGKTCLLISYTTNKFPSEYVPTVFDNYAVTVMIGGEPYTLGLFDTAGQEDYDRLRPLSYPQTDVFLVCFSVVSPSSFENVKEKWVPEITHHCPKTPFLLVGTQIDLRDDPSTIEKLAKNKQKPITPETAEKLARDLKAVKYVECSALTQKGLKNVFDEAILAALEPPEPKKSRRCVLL
Mcl1-Noxa inh: disrupts binding of human Mcl-1 to Noxa peptide; Q07820; AID 1022; 1.5% of 220,000 active; TR-FRET Mcl-1/Noxa peptide binding, 2 h; inhibition, % at 21.7 µM;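 active means compounds that cut the protein-peptide binding signal by more than 50% relative to plate controls in a single-dose test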;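 further: His-tagged Mcl-1 with rhodamine Noxa BH3 peptide and terbium anti-His antibody; 0% = Mcl-1 plus Noxa peptide wells and 100% = peptide-only wells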
Target sequence (Q07820 whole entry, looked up): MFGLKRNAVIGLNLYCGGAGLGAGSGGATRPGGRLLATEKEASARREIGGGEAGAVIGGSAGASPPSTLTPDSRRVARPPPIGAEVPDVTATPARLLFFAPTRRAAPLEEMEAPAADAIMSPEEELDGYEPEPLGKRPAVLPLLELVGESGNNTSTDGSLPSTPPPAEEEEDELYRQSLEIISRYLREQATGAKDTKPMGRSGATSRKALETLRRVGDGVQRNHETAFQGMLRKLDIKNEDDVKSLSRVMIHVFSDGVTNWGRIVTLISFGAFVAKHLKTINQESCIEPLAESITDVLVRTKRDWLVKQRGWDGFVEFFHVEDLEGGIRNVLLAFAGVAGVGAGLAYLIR
HRas wt GTP: human HRas wildtype GTP binding, change in either direction. P01112. GST-Ras wt beads, Bodipy-FL-GTP binding, flow cytometry; actives lie on both sides. GTP binding activity, % at 10 µM. 0.14% of 190,000 active;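 active means GTP binding activity at least 20% away from the 100% baseline, either lowered as inhibitor or raised as activator; inconclusive means flagged as likely green fluorescent, judged across all proteins in the well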;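 further: 0% = unlabeled GTP competition control and 100% = no-compound control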
Target sequence (P01112 whole entry, looked up): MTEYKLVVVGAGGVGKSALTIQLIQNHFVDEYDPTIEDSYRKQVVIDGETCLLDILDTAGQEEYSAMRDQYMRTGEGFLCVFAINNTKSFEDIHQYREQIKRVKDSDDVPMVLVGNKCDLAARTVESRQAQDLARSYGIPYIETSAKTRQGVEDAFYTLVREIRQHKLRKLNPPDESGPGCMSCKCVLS
ABCG2 inh: blocks JC-1 efflux by human ABCG2 transporter; IgMXP3 cells, flow cytometry; 0.1% of 190,000 active; inhibition, % at 6.6 µM; Q9UNQ0;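 active means inhibition above 80%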;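 further: 0% = DMSO and 100% = nicardipine control wells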
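Assay system – ABCG2 IgMXP3 and barcoded ABCB1 CCRF-Adr cell mix · Input – 3 million cells/mL in well · Reagent – JC-1 fluorescent substrate · Compound – single test compound dose, 6.6 µM final · Timing – 10 min exposure at 25 °C with rotation, no wash · Detection – flow cytometry of retained JC-1 fluorescence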
Pf gamet viab: inhibitors of late stage P. falciparum gametocyte viability. P. falciparum stage V gametocytes, ATP luminescence, 24 h. inhibition, % at 10.9 µM. 0.065% of 150,000 active. AID 743093;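 active means inhibition above the mean plus 3 SD of compounds within the control limits, set per campaign, cut at about 38% in these data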;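 further: 0% = DMSO wells and 100% = medium only without gametocytes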
The depositor's hits bear a star; ? = inconclusive; nt = not tested or not shown.

SMILES	ABCB1 block	Rac1 mut GTP	Avidin bead fluor	Rac1 wt GTP bind	Rab7 wt modul	Rab2A wt mod	Cdc42 wt GTP	Mcl1-Noxa inh	HRas wt GTP	ABCG2 inh	Pf gamet viab
Cc1cccc(CSCCNC(=O)c2ccc(CN3CCOCC3)cc2)c1	-0.1	100	5	108	101	100	104	-14	105	0	nt
CC1Cc2ccccc2N1C(=O)CSc1nnc2c(n1)[nH]c1ccccc12 (stereo unspecified)	4.7	93	7	92	97	91	92	9	92	31	nt
CCN(CCNC(=O)Cn1c(=O)sc2ccccc21)c1ccccc1	-2.3	99	8	102	98	98	102	24	100	-3	nt
CCCNC(=O)NC(=O)CSc1nc2ccccc2n1CC(C)C	1.2	101	14	106	99	100	104	-1	102	6	-4
CCCCn1c(Nc2ccccc2)nc2ccccc21	1.6	97	8	99	99	98	99	-4	99	5	-5
O=C(NCc1ccc2c(c1)OCO2)C(=O)NCC(c1ccco1)N1CCN(c2ccccc2)CC1 (stereo unspecified)	2.2	94	10	94	96	97	98	-2	97	2	19
O=C(NN=C1CCCC1)c1ccccc1OCCOc1ccccc1	0.6	97	5	96	93	94	97	-7	96	12	5
Cc1ccc(NS(=O)(=O)c2ccc(C(=O)N3CCN(c4ccccn4)CC3)cc2)cc1	0.7	97	32	100	98	100	99	6	100	2	23
COc1ccc(CCNC(=O)c2ccc(CN3CCOCC3)cc2)cc1	0.3	105	10	108	99	101	105	-8	101	3	nt
CCc1ccc(OCC(=O)Nc2cccc3nsnc23)cc1	0.2	90	9	98	106	95	93	13	95	1	-4

2 records drawn at random from those above, as already listed:
SMILES	ABCB1 block	Rac1 mut GTP	Avidin bead fluor	Rac1 wt GTP bind	Rab7 wt modul	Rab2A wt mod	Cdc42 wt GTP	Mcl1-Noxa inh	HRas wt GTP	ABCG2 inh	Pf gamet viab
O=C(NN=C1CCCC1)c1ccccc1OCCOc1ccccc1	0.6	97	5	96	93	94	97	-7	96	12	5
COc1ccc(CCNC(=O)c2ccc(CN3CCOCC3)cc2)cc1	0.3	105	10	108	99	101	105	-8	101	3	nt

(further entries)
SMILES	ABCB1 block	Rac1 mut GTP	Avidin bead fluor	Rac1 wt GTP bind	Rab7 wt modul	Rab2A wt mod	Cdc42 wt GTP	Mcl1-Noxa inh	HRas wt GTP	ABCG2 inh	Pf gamet viab
CC1(C)NC(C)(C)C(O)(C(N)=O)C1=O (stereo unspecified)	0.2	101	13	102	95	104	104	-15	102	0	3
Cc1ccc2nc(N3CCN(c4cccc(C)c4C)CC3)c3nnnn3c2c1	0.4	94	5	96	95	94	98	-6	97	3	0
COC(=O)C1=C(C)N(c2ccc(C)cc2)/C(=C/c2ccc(O)cc2)C1=O	0.5	95	10	101	109	100	97	21	99	10	nt
CCOc1cc(C)c(S(=O)(=O)Nc2ccc3cn[nH]c3c2)cc1C	0.1	?	36	?	?	?	?	9	?	0	nt
CSc1ccccc1NC(=O)CCn1c(=O)sc2ccccc21	0.7	99	17	107	102	100	102	2	99	32	nt
CCOC(=O)c1nnn(CC(=O)Nc2cccc(Cl)c2C)c1C(=O)OCC	0.2	99	6	98	98	98	102	1	100	0	nt
Cc1ccc(S(=O)(=O)NCCCN2CCOCC2)cc1C	0.3	99	23	104	103	99	104	13	100	2	nt
CCOC(=O)c1[nH]c(C)c(C(=O)NCCCN2CCOCC2)c1C	0.1	99	9	105	102	100	101	7	100	0	11
CC(=O)Nc1c(C)nn(-c2ccc(C)c(C)c2)c1C	0.2	101	26	105	99	99	106	13	99	0	nt
COc1ccc(CNC(=O)C2CCCN(S(=O)(=O)c3c(C)n[nH]c3C)C2)cc1 (stereo unspecified)	0.4	96	10	101	99	99	99	2	99	1	nt
COc1cccc(C(=O)N/N=C2/SCC(=O)N2CCc2ccc(OC)c(OC)c2)c1	-1.4	99	8	102	102	101	101	3	102	2	nt
C1=C(CCNc2ncnc3c2cnn3-c2ccccc2)CCCC1	-0.9	97	23	101	100	100	100	-4	100	0	-8
CCNC(=S)N/N=C/c1ccc(C(=O)O)cc1	0.0	97	21	98	98	96	97	7	97	0	nt
Cc1ncoc1C(=O)Nc1nccs1	0.0	100	23	105	103	100	103	-8	102	0	-10
COc1cc(-c2[nH]ncc2CN2CCc3sccc3C2)cc(OC)c1OC	-0.2	95	9	98	97	98	97	-6	96	0	23
COCC1CCN(Cc2nc(-c3ccc(OC)cc3)no2)CC1	1.5	94	2	99	98	97	92	-11	95	10	-5
O=C(Nc1ccccc1)C1=C[C@@H](C2CCCCC2)C[C@@H](OCCCCO)O1	1.6	97	5	97	104	99	95	-7	95	14	nt
CC(=O)Oc1ccc(-c2csnn2)cc1	0.2	90	34	89	89	90	93	-6	91	2	21
CCOc1ccccc1CN1C(=O)c2ccccc2C1C(=O)NCC1CCCO1 (stereo unspecified)	0.6	103	42	106	104	105	106	10	104	2	nt
O=c1cc(N2CCN(Cc3ccccc3)CC2)[nH]c(=O)n1-c1ccc(Br)cc1	0.3	104	8	119	106	110	108	12	107	1	nt
CCC(C)n1c(-c2cccc(S(=O)(=O)N(CC)CC)c2)n[nH]c1=S (stereo unspecified)	-0.1	95	6	98	96	96	97	18	96	6	nt
CCN(CCO)c1ccc(-n2c(N)c(C(=O)OC)c3nc4ccccc4nc32)cc1	0.6	100	10	100	96	102	107	52*	102	2	nt
CS/C(=N\S(=O)(=O)c1cccs1)Nc1ccc(Br)cc1F	0.3	98	16	99	96	97	98	0	97	-9	-3
Cc1ccc(C2CC(c3ccco3)n3ncnc3N2)cc1 (stereo unspecified)	0.3	102	7	108	101	104	107	-2	103	2	nt
CCC(=O)Nc1nc2ccccc2n1Cc1ccccc1C	0.8	100	5	109	100	101	104	27	104	2	nt
COC(=O)C1=C(CSCc2ccco2)NC(=O)NC1c1cc(C)ccc1C (stereo unspecified)	0.9	100	4	102	101	101	100	13	101	4	-10
O=C1NC2CCc3nc4ccccc4c(=O)n3C2=Nc2ccccc21 (stereo unspecified)	-0.4	96	5	95	98	95	97	10	95	-1	nt
Cc1cc(SCC(=O)N/N=C/c2ccco2)nc2ccccc12	-0.2	96	5	95	98	97	93	-12	96	0	21
COc1ccc(-c2cc(=O)c3cc(C)ccc3[nH]2)cc1	0.6	101	11	110	104	103	107	-7	101	11	-4
CCOc1ccc(C/C(O)=C2\C(=O)CC(C)(C)CC2=NCC(=O)O)cc1OCC	0.3	96	7	99	92	97	94	7	97	0	-9
COc1ccccc1NC(=O)CSc1nnc(-c2ccoc2C)n1CC1CCCO1 (stereo unspecified)	2.7	100	6	107	99	102	101	-8	101	21	nt
CCOc1ccc(Nc2nc3ccccc3n3nnnc23)cc1	0.1	101	7	106	103	103	104	-1	102	1	nt
COc1cccc(-c2nc(CS(=O)CC(=O)NC3CC3)c(C)o2)c1 (stereo unspecified)	0.1	98	24	101	103	97	101	-11	98	0	nt
O=C(NCCc1ccccc1)c1cc(S(=O)(=O)N2CCOCC2)ccc1F	0.2	97	8	98	100	95	97	-11	100	1	nt
Cc1cc(C)cc(C(=O)n2cnnc2N)c1	0.4	95	10	101	96	97	97	2	97	1	-16
O=C(Cn1cnc2c(nnn2-c2ccccc2)c1=O)N1CCOCC1	-1.0	99	8	103	100	101	103	9	102	-2	nt
CCOC(=O)C1CCCc2c1[nH]c1c(C(N)=O)cccc21 (stereo unspecified)	1.0	103	11	104	100	102	104	-2	102	30	-48
CCOc1ccc(Cn2nnc(C(=O)Nc3ccc(OC)cc3OC)c2N)cc1	0.2	96	6	103	98	99	97	5	96	4	nt
CCS(=O)(=O)Nc1ccc(C2=NN(C(C)=O)C(c3cccs3)C2)cc1 (stereo unspecified)	-0.2	94	6	96	102	95	90	-6	94	3	nt
CN(c1ccc(C(=O)NC2CC3CCC2C3)cc1)S(C)(=O)=O (stereo unspecified)	0.7	99	12	99	98	102	101	13	101	3	15
COc1ccc(S(=O)(=O)NC(CC(=O)NCC2CCCO2)c2ccco2)cc1 (stereo unspecified)	-6.6	100	12	99	96	99	102	3	102	-3	-4
O=S(=O)(c1ccccc1)c1nc(-c2ccco2)oc1NCCCN1CCOCC1	1.0	98	8	102	101	103	104	5	101	4	-2
Cc1ccc(-c2cc(C(F)F)n3ncc(C(=O)N4CCN(c5ccccn5)CC4)c3n2)cc1	1.5	97	8	104	101	99	100	-5	99	3	nt
COc1ccc(Cl)cc1NC(=O)c1[nH]nc(OC)c1[N+](=O)[O-]	-0.2	91	11	94	96	92	92	7	92	1	10
Cc1cccc(-n2c(C)cc(/C=N/NC(N)=S)c2C)c1	0.1	99	1	101	101	99	99	8	98	1	-7
O=C(CSCc1c(Cl)cccc1Cl)Nc1nccs1	1.7	98	11	102	98	99	105	5	100	26	-2
CCCC(=O)Nc1ccc(-c2cnc(-c3ccc(NC(=O)CCC)cc3)nc2)cc1	-0.7	100	21	105	102	102	104	5	102	-7	10
Cc1cc(C)c2oc(C(=O)Nc3nnc(C(C)C)s3)cc(=O)c2c1	0.7	98	14	101	95	93	101	25	98	17	nt
Cc1cc(C(=O)CSc2nnc(-c3ccccc3F)o2)c(C)n1Cc1cccs1	0.1	93	7	98	98	95	93	26	96	2	-5
COc1ccc(N2CC(C(=O)NCCC3=CCCCC3)CC2=O)cc1 (stereo unspecified)	0.6	100	17	105	100	102	104	16	101	3	-24

Further entries follow.
SMILES	ABCB1 block	Rac1 mut GTP	Avidin bead fluor	Rac1 wt GTP bind	Rab7 wt modul	Rab2A wt mod	Cdc42 wt GTP	Mcl1-Noxa inh	HRas wt GTP	ABCG2 inh	Pf gamet viab
CC(C)Cc1nnc(NC(=O)CSc2nc(=O)cc(N)n2-c2ccccc2)s1	-1.1	98	18	104	103	102	96	10	100	1	-7
Cc1cc(=O)n2nc(N3CCCC3C(=O)NCCCN3CCCCC3)sc2n1 (stereo unspecified)	0.2	98	33	103	101	99	101	-5	101	1	nt
CCN1CCN(C(=O)c2cc3cc4cc(OC)ccc4nc3s2)CC1	1.2	101	10	103	96	101	105	17	103	13	-7
O=C(/C=C/c1ccccc1Cl)c1cccnc1	0.2	103	11	108	103	105	104	25	104	4	nt
CCN1CCN(CC(=O)Nc2ccccc2)C(=O)C1=O	1.2	98	6	102	100	101	103	13	101	2	nt
O=C(NC(=S)Nc1ccccc1O)c1ccc(-c2ccc(Cl)cc2)o1	-0.1	92	14	93	99	91	92	-96	94	1	-2
CCC(=O)Nc1cccc(-c2cc3ccccc3oc2=O)c1	0.0	98	13	99	94	94	97	1	95	0	-4
O=C(CSc1nnnn1C1CCCCC1)Nc1ccccc1F	-0.7	96	13	99	104	98	93	48	98	-4	nt
